Screening data: PubChem BioAssay, The Scripps Research Institute Molecular Screening Center
TbREL1 primary: TbREL1 inhibition, primary screen | P86926 | TbREL1 RNA ligation, FRET fluorescence | inhibition, % at 9.66 µM | actives 0.49% (n = 89,000);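 active = inhibition above the mean inhibition across all screened compounds plus 3 SD, cut at about 11% in these data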;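 note: 0% = plate median of test wells and 100% = NSC42067 control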
Target sequence (P86926 whole entry, looked up): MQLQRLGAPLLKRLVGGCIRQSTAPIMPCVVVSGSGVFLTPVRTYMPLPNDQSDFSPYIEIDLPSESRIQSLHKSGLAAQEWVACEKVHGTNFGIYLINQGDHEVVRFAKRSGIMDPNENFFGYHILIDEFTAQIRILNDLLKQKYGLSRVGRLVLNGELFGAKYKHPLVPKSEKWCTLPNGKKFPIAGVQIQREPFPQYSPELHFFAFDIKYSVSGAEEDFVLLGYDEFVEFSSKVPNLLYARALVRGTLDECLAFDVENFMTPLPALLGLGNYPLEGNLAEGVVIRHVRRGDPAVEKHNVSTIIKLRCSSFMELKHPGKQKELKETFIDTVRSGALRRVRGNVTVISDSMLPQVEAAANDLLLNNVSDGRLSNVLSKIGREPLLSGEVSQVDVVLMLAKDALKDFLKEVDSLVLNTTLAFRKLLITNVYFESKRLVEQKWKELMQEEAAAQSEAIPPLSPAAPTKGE
Starred values were filed as active, the others as inactive. Only part of the results is shown; rates above refer to the full screens.

SMILES	TbREL1 primary
N#C/C(=C\c1ccc(N2CCOCC2)o1)c1nc2ccccc2[nH]1	2.8
CC1=C(C(=O)N2CCOCC2)C(c2cccs2)NC(=O)N1 (stereo not drawn)	5.5
COc1ccc(S(=O)(=O)N(C)C[C@H]2Oc3ccc(NS(=O)(=O)c4ccccc4)cc3C(=O)N([C@H](C)CO)C[C@@H]2C)cc1	0.1
CC(CN1CCCCC1)OC(=O)c1ccco1 (stereo not drawn)	1.1
Cc1ccccc1NC(=O)c1ccc(NC(=O)c2ccco2)cc1	5.9
O=C(NCc1cccs1)C1CCCN(S(=O)(=O)c2ccc(Br)s2)C1 (stereo not drawn)	-3.2
O=C(NNc1ccccc1[N+](=O)[O-])Nc1ccc(F)cc1	-0.3
CC(C)c1ccc(NC(=O)COC(=O)CC2CCCC2)cc1	0.9
O=C(CCc1nc(-c2ccccc2)no1)NCc1ccccc1CN1CCOCC1	1.7
O=C1CCC([N+](=O)[O-])C(c2cccc(Br)c2)N1 (stereo not drawn)	3.5
CCOc1ccc2nc(N(CCCN(C)C)C(=O)c3ccc4c(c3)CCCC4)sc2c1	9.8
C=CCNC(=O)CCCCC(=O)NCC=C	-0.8
COc1ccccc1Cn1c(C)c(C(=O)NCc2ccco2)sc1=O	-0.4
COC(=O)c1c(NC(=O)c2ccn(C)n2)sc2c1CCC2	-0.5
Cn1cc(C(=O)NCC(=O)Nc2ccccc2Br)cn1	3.3
CCOC(=O)c1ccc(NC(=O)CC2S/C(=N/N=C3/NC(=O)CS3)NC2=O)cc1 (stereo not drawn)	-3.3
CCOc1ccc(Nc2oc(Cc3ccccc3)nc2C#N)cc1	-1.8
Cc1ccc2c(Cl)cc(Cl)c(OCC(=O)O)c2n1	-0.4
CC1=C(C(=O)Nc2ccccc2C)C(c2ccc(C)o2)n2c(s/c(=C/c3ccccc3)c2=O)=N1 (stereo not drawn)	-1.8
CCOc1ccc(S(=O)(=O)N2CCCCC2)cc1NC(=O)c1ccccc1	0.5
Nc1c(-c2ccc(Cl)cc2)cnn1-c1cccc([N+](=O)[O-])c1	-0.2
Cc1nnn(C23CC4CC(CC(CC(=O)Nc5ccc(C)c(Cl)c5)(C4)C2)C3)n1	0.3
CC(c1cccs1)N(Cc1ccco1)C(=S)Nc1ccc(F)c(Cl)c1 (stereo not drawn)	-0.8
O=C(CN1CCN(C(=O)c2ccccc2)CC1)Nc1cccc(S(=O)(=O)N2CCCC2)c1	-0.7
CC(C)(C)OC(=O)C[C@H]1C/C=C\C[C@H](CC(=O)NCCO)C(=O)NC[C@@H](c2ccccc2)OC1=O	-1.7

An excerpt from above in order of SMILES length, rising.
SMILES	TbREL1 primary
Cn1cc(C(=O)NCC(=O)Nc2ccccc2Br)cn1	3.3
COC(=O)c1c(NC(=O)c2ccn(C)n2)sc2c1CCC2	-0.5
Cc1ccccc1NC(=O)c1ccc(NC(=O)c2ccco2)cc1	5.9

Remaining list, next part.
SMILES	TbREL1 primary
CN(C)CCN1CCN(C2CN(Cc3cn(Cc4ccccc4)nn3)S(=O)(=O)C2)CC1 (stereo not drawn)	4.4
CCOc1ccc(CCN2C(=O)C(=O)N([C@@H](Cc3ccccc3)CN3CCC[C@H]3CN3C(=O)C(=O)NC[C@@H]3CC(C)C)C[C@@H]2Cc2ccc(O)cc2)cc1	-4.8
O=C(C1CCCN1C(=O)c1cccs1)N1CCN(Cc2ccc3c(c2)OCO3)CC1 (stereo not drawn)	-2.5
Fc1ccc(NC(=S)Nc2ccc(Br)cc2)cc1	-3.2
Cc1ccc(C(=O)O)cc1NC(=O)C1CCCN1S(=O)(=O)c1cccc2nsnc12 (stereo not drawn)	0.5
O=C1CCc2cc(S(=O)(=O)Nc3ccccc3F)cc3c2N1CCC3	0.9
O=C(NC1CCN(Cc2ccc(Cl)cc2)CC1)c1cn(-c2ccccc2)nc1-c1cccnc1	-3.0
CC1CN(c2ccc(S(=O)(=O)N3CCCC3)cn2)CC(C)O1 (stereo not drawn)	-0.5
COCCNC(=O)COc1cccc(Oc2ccccc2)c1	-1.5
CC(C)Cc1nc2oc3c(NCC4CCCO4)ncnc3c2c2c1CCC2 (stereo not drawn)	-2.3
CC(C)C1S/C(=N/N=C/c2cccs2)NC1=O (stereo not drawn)	0.6
O=C(Cc1ccccc1)Nc1ccccc1Oc1ccccc1	0.3
CCC1(C)Cc2c(sc3nc4n(c(=O)c23)CCS4)CO1 (stereo not drawn)	-1.3
CC1CC1C(=O)OCC(=O)NNC(=O)COc1ccc(Br)cc1 (stereo not drawn)	-1.5
CC(=O)NCc1ccc(C(=O)CSc2nnc(C3CC3)n2C2CC2)cc1	-1.5
O=C(CN1C(=O)NC2(CCCc3ccccc32)C1=O)NCc1cccs1 (stereo not drawn)	-0.8
C#CCN1C(=O)[C@]2(OCCC=C[C@H]2C)c2ccccc21	-2.0
S=c1[nH]nc(CNc2ccc(Cl)cc2)n1Cc1ccccc1	-6.2
Cc1cccc(C(=O)Nc2oc(-c3ccccc3)cc2C#N)c1	-2.5
COC(=O)C(C)Sc1nnc(-c2ccncc2)o1 (stereo not drawn)	1.8
O=S(=O)(c1ccc(S(=O)(=O)N2CCN3CCCC3C2)cc1)N1CCCC1 (stereo not drawn)	-0.1
COc1ccc(S(=O)(=O)Nc2cccc3c2O[C@H](CN(C)Cc2ccc(Cl)c(Cl)c2)[C@@H](C)CN([C@H](C)CO)C3=O)cc1	-0.3
COc1ccc(NC(=O)N(C)C[C@H]2Oc3ncc(Br)cc3C(=O)N([C@H](C)CO)C[C@@H]2C)cc1	-2.8
O=C(Nc1ccc(F)cc1)OCc1cn(Cc2cccc(F)c2F)nn1	-0.7
CC(C)(C)C(=O)NC(NC(=S)Nc1sc2c(c1C#N)CCCC2)C(Cl)(Cl)Cl (stereo not drawn)	-2.6

Part of the list above, with each value named:
COc1ccc(S(=O)(=O)Nc2cccc3c2O[C@H](CN(C)Cc2ccc(Cl)c(Cl)c2)[C@@H](C)CN([C@H](C)CO)C3=O)cc1
  TbREL1 primary: -0.3

COc1ccc(NC(=O)N(C)C[C@H]2Oc3ncc(Br)cc3C(=O)N([C@H](C)CO)C[C@@H]2C)cc1
  TbREL1 primary: -2.8

O=C(Nc1ccc(F)cc1)OCc1cn(Cc2cccc(F)c2F)nn1
  TbREL1 primary: -0.7

CC(C)(C)C(=O)NC(NC(=S)Nc1sc2c(c1C#N)CCCC2)C(Cl)(Cl)Cl (stereo not drawn)
  TbREL1 primary: -2.6

Following part:
SMILES	TbREL1 primary
O=C(NCc1ccco1)c1cccc(Nc2nc3ccc(Br)cc3[nH]2)c1	1.5
Cc1cc(C)nc(SCc2ccc([N+](=O)[O-])cc2)n1	5.9
Cc1ccc(C(C(=O)NC(C)(C)C)N(C(=O)c2csnn2)c2ccccc2F)o1 (stereo not drawn)	-2.1
CC#C[C@@H](CC)c1ccc2ccn(C)c2c1	-2.5
Cc1cc(-c2nc3ncccc3o2)ccc1NC(=O)c1ccc([N+](=O)[O-])o1	-1.9
COC(=O)CCN(Cc1cccc(OC)c1OC)S(=O)(=O)c1ccccc1Br	-2.7
O=C(Nc1ccc(Cl)c(Cl)c1)OCc1cnc(Cl)s1	1.6
O=C(Nc1nnc(SCc2cccnc2)s1)C1CC(=O)N(c2ccc(F)cc2)C1 (stereo not drawn)	-2.5
O=C(CNS(=O)(=O)c1cccc2nonc12)NCc1ccc(F)cc1	1.1
COc1ccc(CCNC(=O)C2CC3Cn4c(nc5cc(Cl)c(Cl)cc54)C3N2C)cc1 (stereo not drawn)	2.6
CC(C)c1cc(=O)[nH]c(SCC(=O)NC2CCCC2)n1	3.3
COc1ccccc1C(=O)NNC(=O)C(=O)Nc1ccc(C)c(Cl)c1	1.9
O=C(CN1CCSC1=O)N1CCN(S(=O)(=O)c2ccc(Cl)cc2)CC1	2.8
CCCNc1ncnc2onc(C)c12	-5.3
CCOc1ccc(-n2cnnn2)cc1S(=O)(=O)NCCc1ccc(OC)c(OC)c1	-2.5
CC(C)Oc1ccc(CCc2n[nH]c(=S)n2-c2ccccc2)cc1	-5.1
O=C(Cc1ccccn1)c1ccncc1	3.9
Cc1ccccc1C(=O)NCCCNC(=O)c1cnccn1	0.9
N=C1S/C(=C\c2ccc(-c3ccccc3C(=O)O)o2)C(=O)N1c1ccc2c(c1)OCO2	2.4
O=C(NC1CCCCC1)C(c1ccc(F)cc1)N(Cc1ccco1)C(=O)c1ccccn1 (stereo not drawn)	-3.6
CC(C)OCCCNC(=O)CCC(=O)NNc1nc2ccccc2c2nc(-c3ccccc3)nn12	-5.1
COc1cc(C#Cc2ccc3cc(C(C)(C)O)oc(=O)c3c2)cc(OC)c1	-1.0
COc1cc(C=NNc2ccc(S(=O)(=O)Nc3ccccc3C(=O)O)cc2[N+](=O)[O-])ccc1O	-0.9
Cc1onc(-c2ccccc2)c1C(=O)Nc1nnc(N(C)Cc2ccccc2)s1	0.3
O=C(CN(c1ccccc1F)S(=O)(=O)c1ccccc1)Nc1ccc2c(c1)OCCO2	0.6

Following part
SMILES	TbREL1 primary
COc1ccc(CCNC(=O)CCN2C(=O)COc3ccc(C)cc32)cc1OC	-1.3
CCc1ccccc1N1CC23C=CC(O2)C(C(=O)OCC(C)C)C3C1=O (stereo not drawn)	-1.2
CCC(=O)N1c2ccc(S(=O)(=O)CCC(=O)NC3CCCC3)cc2CC1C (stereo not drawn)	-3.2
CCOc1ccc(NC(=O)Cn2nnc(C(=O)NCc3ccco3)c2N)cc1	-1.4
CCC(C)C(=O)Nc1nc(C)c(-c2csc(Nc3cc(OC)ccc3OC)n2)s1 (stereo not drawn)	-0.7
CC(O)[C@H]1CC[C@H]2[C@@H]3CC[C@H]4C[C@@H](O)CC[C@]4(C)[C@H]3C(=O)C[C@]12C (stereo partly drawn)	-0.3
c1ccc(OCCSc2nnnn2C2CCCCC2)cc1	-1.2
CC(=O)Nc1ccc(S(=O)(=O)NNC(=O)COc2cc(C)ccc2C(C)C)cc1	-0.9
COc1ccc(/C(N)=N/OC(=O)c2c(-c3ccccc3Cl)noc2C)cc1OC	4.2
Cc1ccccc1NC(=O)Nc1nc(C(N)c2ccccc2)cs1 (stereo not drawn)	8.2
CC(=O)Nc1ccc(C(=O)CSc2cc(C)c3cccc(C)c3n2)cc1	-1.8
Cc1sc2ncnc(OCC(=O)NC3CCS(=O)(=O)C3)c2c1C (stereo not drawn)	1.6
Cc1[nH]c2ccccc2c1SCC(=O)N1CCCCCC1	4.7
COc1ccccc1NC(=O)C1CCCN(S(=O)(=O)c2cnc[nH]2)C1 (stereo not drawn)	-1.1
Cc1cc(Cl)ccc1Oc1ncc(-c2ccc(Cl)cc2)cn1	3.4
O=C(c1cccs1)n1nc(-c2ccccc2)nc1NCc1ccc(F)cc1	-0.6
CC(=O)NC(Cc1ccc(C)cc1)C(=O)NC1CCN(S(=O)(=O)c2ccccc2)CC1 (stereo not drawn)	-3.2
O=S(=O)(Nc1cccnc1)c1cccc(C(F)(F)F)c1	2.0
Cc1cc(C)cc(-n2ccnc2SCC(=O)Nc2ccc3c(c2)OCCO3)c1	0.4
O=C(NCCCN1CCOCC1)c1cc(-c2ccc(F)cc2)on1	-0.3
Cc1ccc2nc(COc3ccc(Cl)cc3)cc(=O)n2c1	1.4
COc1ccc(-c2sc3ccccc3c2C#CC2(O)CCCCC2)cc1	3.5
Cc1cc(NC(=O)CSc2nnc(Cn3c(=O)sc4ccccc43)n2-c2ccccc2C)no1	-0.5
O=C(Nc1nnc([C@H]2C[C@H](O)[C@@H](CO)O2)s1)Nc1ccccc1Oc1ccccc1	-3.4
Cc1cccn2c(=O)nc(SCC(=O)NCc3ccc4c(c3)OCO4)nc12	2.3

Continued, starting with the last 5 of the part before.
SMILES	TbREL1 primary
Cc1ccc2nc(COc3ccc(Cl)cc3)cc(=O)n2c1	1.4
COc1ccc(-c2sc3ccccc3c2C#CC2(O)CCCCC2)cc1	3.5
Cc1cc(NC(=O)CSc2nnc(Cn3c(=O)sc4ccccc43)n2-c2ccccc2C)no1	-0.5
O=C(Nc1nnc([C@H]2C[C@H](O)[C@@H](CO)O2)s1)Nc1ccccc1Oc1ccccc1	-3.4
Cc1cccn2c(=O)nc(SCC(=O)NCc3ccc4c(c3)OCO4)nc12	2.3
O=C(Cn1cnc([N+](=O)[O-])n1)NCc1ccccc1	6.8
Cc1ccc(NC(=O)NC(=O)CSc2n[nH]c(N)n2)c(C)c1	1.8
CCCCCC(=O)Nc1ccc(C(=O)COC(=O)CN2C(=O)NC3(CCCC3)C2=O)cc1	-4.4
O=[N+]([O-])c1ccc(N2CCN(Cc3ccccc3)CC2)s1	-0.3
Cc1ccccc1C(=O)NNC(=O)C(=O)Nc1cccc(Cl)c1C	3.9
COc1ccc([C@H]2CC(=O)C=C(/C=C/c3ccccc3)C2)cc1	0.1
Cc1cc(Br)cn2c(Cc3ccccc3)c(-c3ccccc3)nc12	-1.8
O=c1c(N2CCOCC2)nsn1Cc1ccccc1	-0.6
O=C(NCCOc1ccccc1)c1cncc(Br)c1	0.2
Cc1cc(C)cc(CC(=O)N2CCC2(C)C(=O)NS(=O)(=O)c2ccc(C#N)cc2)c1 (stereo not drawn)	0.0
Cc1onc(-c2ccccc2)c1-c1nnc(-c2ccccc2C(F)(F)F)o1	-0.1
CC1CCCC(NC(=O)COC(=O)c2ccc(S(=O)(=O)N3CCOCC3)cc2)C1C (stereo not drawn)	-3.2
CCC(C)(c1ccc(C(=O)OC)s1)c1ccc(C(=O)OC)s1	-0.1
CCN(CC)CCN(C(=O)c1ccc(S(=O)(=O)N2CCCC2)cc1)c1nc2cc(C)cc(C)c2s1	2.1
Nc1nnnn1/N=C/c1cc([N+](=O)[O-])ccc1O	6.0
Cc1nn(-c2ccccc2)c2sc(C(=O)N3CCN(Cc4ccc(F)cc4)CC3)cc12	4.2
Cc1ccc2c(c1)N(CC(=O)NCCCN1CCCC1)C(=O)CO2	-3.5
c1ccc(-c2csc3ncnc(-n4cnc5ccccc54)c23)cc1	1.5
C[C@H](CO)N1C[C@H](C)[C@@H](CN(C)C(=O)CN2CCOCC2)Oc2ncc(-c3cncnc3)cc2C1=O	-1.9
Cc1ccc(S(=O)(=O)N(C)CC(=O)Nc2ccc(C)cn2)cc1	1.9
C[C@H](CO)N1C[C@H](C)[C@@H](CN(C)Cc2ccc3c(c2)OCO3)Oc2c(NS(=O)(=O)c3cn(C)cn3)cccc2C1=O	-2.9
CC(C)(C)NC(=O)NCCc1ccccc1	1.9
CN(C)c1ccc(/C=N/NC(=O)C[n+]2ccccc2)cc1	-4.1
CCCn1c(SCc2ccccn2)nc2c1c(=O)n(C)c(=O)n2C	-1.2
CCOC(=O)c1cccc(C2=CC(=O)CC(C)(C)C2)c1	-0.6
